# S100A4 MyoIIA – S100A4-myosin IIA interaction inhibition; P26447; S100A4/TAMRA-MyoIIA peptide fluorescence polarization; inhibition, % at 10.7 µM; 0.14% of 360,000 active; AID 652163;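 active = mean inhibition of at least 70% across replicates, with every replicate also reaching that level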
# Target sequence (P26447 whole entry, looked up): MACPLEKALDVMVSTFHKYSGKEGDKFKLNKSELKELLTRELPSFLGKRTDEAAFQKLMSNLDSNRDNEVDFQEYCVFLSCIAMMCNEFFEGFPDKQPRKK
#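 Material: S100A4 monomer protein / Buffer or medium: 50 mM HEPES pH 7.2, 10 mM CaCl2, 100 mM KCl / Times: 5 min incubation before reading / Benchmarks: neutral control DMSO, positive control TFP / Reagent: labelled myosin peptide probe, 5 nM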
# PGC1a acetyl inh – lowers PGC1a acetylation signal in U2OS cells; inhibition, % at 15.6 µM; AlphaScreen anti-acetyl-lysine; with virally co-expressed GCN5 acetyltransferase; 0.17% of 350,000 active; AID 651687;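 active = every replicate shows inhibition of at least 40%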;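 also: 0% = neutral control wells and 100% = positive control wells; some results beyond the cut were filed as inactive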
# XiGFP reactiv – reactivates the inactive X chromosome in mouse fibroblasts | activation, % at 7.58 µM | XiGFP mouse fibroblasts, % GFP-positive cells imaging, 3 d; cells co-treated with 5-aza-dC sensitizer; scaled so ellipticine positive control = 100% | 0.055% of 360,000 active | AID 743238;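 active = mean normalized replicate activation at least 10% and every replicate at or above 10%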;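 also: 0% = median of on-plate neutral control wells and 100% = ellipticine 6 µM median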
#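 System: 68-5-11 XiGFP fibroblast line; Timing: 3 days compound exposure; Compound dosing: one concentration, pinned; Benchmarks: positive control ellipticine, 6 µM final; Buffer or medium: DMEM containing 5-aza-dC.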
# LGR2 antag – inhibitors of bursicon-induced Drosophila LGR2 receptor cAMP signaling; inhibition, % at 9.99 µM; AID 720647; HEK293 LGR2, CRE-luciferase, bursicon-stimulated, 4 h; 0.35% of 380,000 active;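 active = drop in luminescence signal, shown as inhibition above about 50% in the replicate tests, limit read from the data, passing the limit was not always enough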;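 also: agonist challenge used bursicon conditioned medium at about half maximal strength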
# SIRT5 inh – inhibitors of human sirtuin-5 desuccinylase | Purified SirT5, succinyl-peptide AMC, trypsin-coupled fluorescence | inhibition, % at 15 µM | 1.1% of 330,000 active; in the data active = inhibition above about 15%
# Statin myotox sup – suppressors of simvastatin-induced myotoxicity in C2C12 myotubes | rescue of ATP level, % at 7.49 µM | 0.78% of 330,000 active | ATP luminescence, 48 h; scaled: DMSO 0, geranylgeraniol control 100 | AID 602340;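 active = mean ATP rescue above about 67%, or every replicate alone reaching that limit, limit read from the data, passing the limit was not always enough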;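 also: myotubes were challenged with 10 µM simvastatin during compound exposure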
# Cneo AK release – Cryptococcus neoformans lysis via adenylate kinase release. C. neoformans lysis, adenylate kinase release luminescence, 4 h; normalised: neutral wells 0, clomiphene wells 100. lysis activity, % at 15 µM. 0.2% of 360,000 active;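 active = mean lysis activity across replicates of at least 80%, whatever share of replicates individually reach that level; inactive = mean lysis activity below 80%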
#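 read-out = cell lysis signal | test system = log-phase Cryptococcus neoformans yeast cells | input = cells at 5 × 10^6 per mL | medium = fresh YPD growth medium | signal = luminescent adenylate kinase detection reagent | timing = 4 h at 37 °C static, read 1 h later | dosing = single dose | controls = Clomiphene as positive lysis control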
# ERAP1 HTS inh – blocks human ERAP1 aminopeptidase activity; inhibition, % at 10.7 µM; 0.15% of 340,000 active; recombinant ERAP1, Leu-AMC fluorescence, 60 min;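 active = mean replicate inhibition of at least 30%, or all replicates individually reaching that 30% level; inactive = mean below 30% and not every replicate reaching it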;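 also: 0% = neutral control wells and 100% = L-leucinethiol positive control wells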
# Target sequence (Q9NZ08 whole entry, looked up): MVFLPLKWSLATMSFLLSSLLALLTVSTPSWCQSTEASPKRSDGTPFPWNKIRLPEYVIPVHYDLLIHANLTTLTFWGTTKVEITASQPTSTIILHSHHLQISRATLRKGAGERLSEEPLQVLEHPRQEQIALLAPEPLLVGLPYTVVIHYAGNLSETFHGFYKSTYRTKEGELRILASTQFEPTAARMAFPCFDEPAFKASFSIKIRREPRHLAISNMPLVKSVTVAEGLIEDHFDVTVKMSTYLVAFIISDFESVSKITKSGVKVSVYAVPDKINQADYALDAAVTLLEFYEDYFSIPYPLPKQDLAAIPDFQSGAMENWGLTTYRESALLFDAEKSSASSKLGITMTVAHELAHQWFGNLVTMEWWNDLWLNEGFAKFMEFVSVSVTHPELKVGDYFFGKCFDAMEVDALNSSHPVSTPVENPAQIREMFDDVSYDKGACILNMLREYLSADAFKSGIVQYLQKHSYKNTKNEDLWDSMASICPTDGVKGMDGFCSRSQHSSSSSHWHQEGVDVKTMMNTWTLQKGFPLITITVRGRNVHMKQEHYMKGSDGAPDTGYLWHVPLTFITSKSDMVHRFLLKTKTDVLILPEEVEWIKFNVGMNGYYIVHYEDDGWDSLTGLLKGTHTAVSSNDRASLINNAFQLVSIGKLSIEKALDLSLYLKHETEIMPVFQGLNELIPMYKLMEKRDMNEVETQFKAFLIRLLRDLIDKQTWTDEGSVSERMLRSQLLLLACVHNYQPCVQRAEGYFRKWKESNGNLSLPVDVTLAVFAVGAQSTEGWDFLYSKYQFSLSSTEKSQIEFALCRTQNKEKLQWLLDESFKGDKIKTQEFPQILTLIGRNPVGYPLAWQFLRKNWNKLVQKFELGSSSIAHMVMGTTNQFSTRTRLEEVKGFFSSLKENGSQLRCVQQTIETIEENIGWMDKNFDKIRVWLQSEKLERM
# Active calls of the source: *; . = not tested or not shown. These rows are one share of the data. The share of hits here may be higher or lower than overall.
SMILES,S100A4 MyoIIA,PGC1a acetyl inh,XiGFP reactiv,LGR2 antag,SIRT5 inh,Statin myotox sup,Cneo AK release,ERAP1 HTS inh
Cc1ccccc1NC(=O)CSc1nc2ccccc2c(=O)n1CC1CCCO1 (centres undefined),7,-7,-0.1,15,1,7,0,-5
C[C@@H]1CN([C@H](C)CO)C(=O)c2cccc(NC(=O)c3ccncc3)c2O[C@@H]1CN(C)C(=O)Nc1ccc2c(c1)OCO2,9,0,0.2,3,-3,42,-5,4
O=[N+]([O-])c1cccc(-c2nnc3n2CCCCC3)c1,1,.,0.2,3,-4,10,.,5
O=C(NC1CCCCC1)N1CCN(c2ccc([N+](=O)[O-])cc2)CC1,3,.,0.2,-20,-1,8,0,2
CO[C@@H]1CN(C)C(=O)c2cc(NS(=O)(=O)c3cn(C)cn3)ccc2OC[C@@H](C)N(Cc2cccc(Cl)c2)C[C@H]1C,-6,3,0.1,12,1,48,10,3
C[C@@H]1CN([C@@H](C)CO)C(=O)c2cc(-c3cncnc3)cnc2O[C@@H]1CN(C)C(=O)CN1CCOCC1,-20,0,-0.6,-9,0,10,-2,1
C[C@H](CO)N1C[C@H](C)[C@H](CN(C)C(=O)Nc2ccc(F)cc2)Oc2c(NC(=O)Nc3ccc(F)cc3)cccc2C1=O,-31,7,0.1,9,1,-5,-4,-2
COC(=O)c1cc(Cl)cc2c(C)c(C3(O)CCCCC3)[nH]c12,-5,.,0.0,2,.,17,-2,4
COc1cc(OC)c(OC)cc1CNC(=O)CCN1C(=O)c2cccc([N+](=O)[O-])c2C1=O,-4,.,0.0,11,0,10,0,-1
Cc1ccc(C(=O)OCN2C(=O)c3ccccc3C2=O)cc1S(=O)(=O)N1CCOCC1,0,-13,0.1,-24,-2,1,.,4
CO[C@@H]1CN(C)C(=O)c2ccc(NC(=O)C3CCC3)cc2OC[C@H](C)N(C(=O)NC(C)C)C[C@@H]1C,18,-4,0.2,-26,0,5,67,-3
CCS(=O)(=O)N1CC(=O)N2[C@H](CO)[C@H](c3ccc(-c4ccc(C)cc4)cc3)[C@@H]2C1,-7,-19,0.0,4,-3,.,.,1
Cc1ccc(C)c(S(=O)(=O)N2CCN(C(=O)c3cccnc3)CC2)c1,-2,.,0.0,-6,1,-2,1,-2
CC(C)NC(=O)N(C)C[C@H]1Oc2ccc(NC(=O)c3ccncc3)cc2C(=O)N([C@@H](C)CO)C[C@@H]1C,15,-15,0.0,9,0,3,2,-2
CCC(CC)c1nn2c(N)c(/C=C3\C=Nc4ccccc43)c(=O)nc2s1,-5,-2,0.1,.,-1,.,2,-1
CC(OC(=O)CCc1ccccc1)C(=O)Nc1ccc(Cl)cn1 (centres undefined),20,-11,0.0,4,-4,20,0,-3
CNC[C@H]1Oc2cc(C#CC3(O)CCCC3)ccc2S(=O)(=O)N([C@@H](C)CO)C[C@@H]1C,-4,-3,0.0,-8,-1,5,13,1
Cc1nn(CC(=O)N2CCC(N3CCCCC3)CC2)c(=O)c2c1sc1ccccc12,-3,-17,0.1,-7,-2,-10,-1,-5
C[C@@H]1CCCCO[C@@H](CN(C)C(=O)Cc2ccccc2)[C@@H](C)CN([C@@H](C)CO)C(=O)c2cc(NC(=O)CCCN(C)C)ccc2O1,0,11,-0.5,-2,-2,.,-4,-4
CCc1nc2ccccc2c(C(=O)Nc2ccc(F)cc2)c1C,-12,.,0.1,2,-1,10,-1,-1
CC(=O)c1cc(C)ccc1OC(=O)CN1C(=O)c2ccccc2C1=O,-1,.,0.2,-8,-7,9,-2,-1
COc1ccc(NC2CCCN(C(=O)c3ccc4nc(C)c(C)nc4c3)C2)cc1OC (centres undefined),3,0,0.1,1,0,-3,0,3
Cc1ccccc1-c1ccc2c(c1)O[C@@H](CN(C)C(=O)c1ccccn1)[C@H](C)CN([C@H](C)CO)S2(=O)=O,-2,16,0.1,4,1,-33,-3,1
C[C@@H](O)C#Cc1ccc([C@@H]2[C@H](CO)N3CCCCN(CC4CC4)C[C@@H]23)cc1,3,10,0.0,13,4,14,103*,-1
CCN1C[C@@H]2[C@@H]3C(=O)N(C)C(=O)[C@@H]3[C@](CC)(C1=O)N2C(=O)c1ccc(C)cc1,2,0,0.0,2,-5,2,0,-5
C[C@@H]1CN([C@@H](C)CO)S(=O)(=O)c2ccc(C3=CCCC3)cc2O[C@@H]1CN(C)S(=O)(=O)c1cn(C)cn1,-9,2,-0.1,22,-16,-27,-3,1
O=c1[nH]c(=S)n(-c2ccc(Br)cc2)c2ncccc12,0,.,0.1,17,-17,.,.,.
CSCCC(NC(=O)c1ccc([N+](=O)[O-])cc1Cl)C(=O)OCC(=O)C12CC3CC(CC(C3)C1)C2 (centres undefined),-3,10,-0.1,5,2,.,2,10
COCC(=O)N(C)C[C@@H]1Oc2ncc(-c3ccccc3F)cc2C(=O)N([C@@H](C)CO)C[C@@H]1C,0,-1,-1.1,1,-6,1,0,3
COc1ccc(CN2CCN(CC=C(C)C)C(CCO)C2)cc1Cn1cncn1 (centres undefined),1,15,0.4,-24,2,-7,.,-6

# Rewritten with values under each structure: entries from further up
# Values run as follows: S100A4 MyoIIA, PGC1a acetyl inh, XiGFP reactiv, LGR2 antag, SIRT5 inh, Statin myotox sup, Cneo AK release, ERAP1 HTS inh
COCC(=O)N(C)C[C@@H]1Oc2ncc(-c3ccccc3F)cc2C(=O)N([C@@H](C)CO)C[C@@H]1C
→ 0, -1, -1.1, 1, -6, 1, 0, 3
COc1ccc(CN2CCN(CC=C(C)C)C(CCO)C2)cc1Cn1cncn1 (centres undefined)
→ 1, 15, 0.4, -24, 2, -7, ., -6

# (listing goes on)
SMILES,S100A4 MyoIIA,PGC1a acetyl inh,XiGFP reactiv,LGR2 antag,SIRT5 inh,Statin myotox sup,Cneo AK release,ERAP1 HTS inh
COc1ccccc1N1CCN(C(=O)c2cccc(Oc3ccccc3)c2)CC1,3,7,0.3,16,-1,-12,-1,-5
O=C(N/N=C/C=C/c1ccc2c(c1)OCO2)c1ccc([N+](=O)[O-])cc1,.,4,.,0,.,-19,-1,.
Cc1ccc(Cc2c(C3CCCCC3)nc3c4ccccc4ccn23)cc1,-5,-22,0.1,19,-5,5,0,.
O=C(NCc1ccccc1Cl)C1CCN(S(=O)(=O)N2CCCCCC2)CC1,.,-16,.,-11,.,-12,0,.
C[C@@H]1CN([C@H](C)CO)C(=O)c2ccccc2-c2ccccc2CO[C@@H]1CN(C)Cc1cccc(C(F)(F)F)c1,-4,-32,0.0,16,5,.,.,-4
CO[C@@H]1CN(C)C(=O)c2cc(NC(=O)C3CC3)ccc2OC[C@H](C)N(C(=O)C2CCOCC2)C[C@H]1C,-26,-1,0.4,-13,-1,-2,-3,-5
CO[C@@H]1CN(C)C(=O)c2ccc(NC(=O)Nc3cc(F)ccc3F)cc2OC[C@H](C)NC[C@H]1C,-7,5,0.0,12,2,-15,0,-1
O=C(Nc1cccc(-c2ccc(F)cc2)c1)C1CCCN(C(=O)c2cscn2)C1 (centres undefined),-1,-7,0.1,-21,0,-7,-2,-3
Cc1cccc(OCC(=O)NC(=S)Nc2ccccc2N2CCOCC2)c1C,2,.,0.0,2,-2,-13,0,0
COc1ccc(NC(=O)N(C)C[C@@H]2OCCCC[C@@H](C)Oc3ccc(NC(=O)CCC(F)(F)F)cc3C(=O)N([C@@H](C)CO)C[C@H]2C)cc1,2,-6,0.2,3,8,-3,3,3
O=C(c1c[nH]c2ccccc12)N1CCOCC1,-1,.,-0.1,22,-3,-4,-1,-1
CCCNC(=O)N1C[C@H](C)[C@@H](OC)CN(C)C(=O)c2cc(NC(=O)CCC)ccc2OC[C@H]1C,3,-2,0.0,-14,1,-17,2,3
C[C@@H]1CN([C@H](C)CO)C(=O)c2cc(NC(=O)CCC(F)(F)F)ccc2O[C@H]1CN(C)C,-18,7,-0.2,16,1,-4,-3,-2
Cc1cc2oc(C(=O)NC3CCS(=O)(=O)C3)c(C)c2cc1C (centres undefined),.,-7,.,5,.,1,-2,.
Cc1ccc(Nc2nc(COC(=O)COc3ccc(C=O)cc3)cs2)cc1,.,3,0.0,-49,.,0,5,.
COc1ccc(CC(=O)Nc2cc(C)c3c(=O)oc4ccccc4c3n2)cc1,9,-6,0.0,-6,3,4,2,-2
O=C(C1CCCN(c2ncnc3c2nc2n3CCCCC2)C1)N1CCN(c2cccc(Cl)c2)CC1 (centres undefined),-4,.,0.1,15,7,3,0,-1
C[C@@H]1CN([C@@H](C)CO)C(=O)c2cc(-c3ccccc3)cnc2O[C@@H]1CN(C)C(=O)c1ccccc1F,-1,0,0.0,3,-14,4,-2,3
NC(=O)C1(N2CCCCC2)CCN(Cc2ccc(Br)cc2)CC1,-13,.,-0.1,-3,-3,.,.,.
CSc1nc(N)nc2c1ncn2CC(=O)NCc1ccc2[nH]ccc2c1,-4,9,0.0,0,-3,9,-1,-5
CC(C)CNC(=O)COCc1cc(-c2ccc3c(c2)OCO3)on1,-3,-3,0.0,-37,-5,1,1,2
CCOc1ccc(NC(=O)C2CC(=O)OC2c2ccccc2)cc1 (centres undefined),1,.,0.0,-7,-2,.,.,-3
O=S(=O)(N[C@@H]1CC[C@@H](CCn2cc(-c3ccccc3F)nn2)O[C@H]1CO)c1ccc(Cl)cc1,-6,-20,-0.5,33,0,5,-2,0
CCCCNC(=O)C1c2ccccc2OCC(=O)N1CCCN1CCOCC1 (centres undefined),-4,.,0.1,-1,-6,.,.,0
CCC(C)(C)C(=O)O,-5,4,.,-1,.,6,2,3
COc1ccc(OC)c(C(=O)COC(=O)COc2ccccc2)c1,4,19,0.1,24,2,0,-2,0
N#CCC1c2ccccc2CCN1C(=O)Nc1ccc(C(F)(F)F)cc1 (centres undefined),.,-1,.,-13,.,-45,6,.
c1ccc(-c2cn(-c3ccccc3)c3[n+]2CCCS3)cc1,0,.,-0.1,-3,1,.,.,2
Cc1ccc(C)c(SCC(=O)NNC(=O)c2csc(N3CCOCC3)n2)c1,1,-9,-0.1,1,1,.,-4,-1
COc1cc2c(cc1OC)C(C(N)=O)NCC2 (centres undefined),-1,7,0.2,34,-5,-4,.,1
Brc1ccc(-c2nnc(-c3ccc4c(c3)OCO4)o2)o1,.,2,.,4,.,21,-2,.
CO[C@@H]1CN(C)C(=O)c2cc(NC(=O)NC(C)C)ccc2OC[C@@H](C)N(Cc2cncnc2)C[C@H]1C,.,1,-0.4,5,.,2,2,.
CCc1cccc(CC)c1NC(=O)Cn1c(-c2ccc(F)cc2)noc1=O,-10,-12,-0.4,5,-6,.,.,9
CC(=O)c1ccc(S(=O)(=O)NC2CC2)cc1,1,3,0.1,13,-2,1,-4,3
O=C(c1ccccc1Cl)N1CCC(n2cccc2)CC1,-4,.,-0.1,-1,-2,.,.,4
CC(C)c1ccccc1NC(=S)N1CCN(S(=O)(=O)c2cccs2)CC1,-7,3,0.0,-6,-4,-6,1,4
C[C@H](NC(=O)[C@@H]1[C@@H](CO)[C@@H]2Cn3c(ccc(-c4ccncc4)c3=O)[C@H]1N2C)c1ccccc1,-2,-1,0.6,-2,-1,14,1,1

# Part of the list above, with values under each structure:
# Results follow in this order: S100A4 MyoIIA | PGC1a acetyl inh | XiGFP reactiv | LGR2 antag | SIRT5 inh | Statin myotox sup | Cneo AK release | ERAP1 HTS inh
CC(C)c1ccccc1NC(=S)N1CCN(S(=O)(=O)c2cccs2)CC1
  -7 | 3 | 0.0 | -6 | -4 | -6 | 1 | 4
Brc1ccc(-c2nnc(-c3ccc4c(c3)OCO4)o2)o1
  . | 2 | . | 4 | . | 21 | -2 | .
